Bioassay records as filed in PubChem BioAssay.
S-ASM inh = inhibitors of human secretory acid sphingomyelinase. placental ASM, HMU-PC fluorogenic substrate, 60 min. P17405. 340,000 compounds, 0.006% hits. Potency, µM (top dose mostly 57.5 µM), for the others: at the highest dose activity change, negative = inhibition, hits mostly inhibitors. AID 504937; further: potency means the concentration at half of the fitted maximal effect
Target sequence (P17405 47-631 limits assumed): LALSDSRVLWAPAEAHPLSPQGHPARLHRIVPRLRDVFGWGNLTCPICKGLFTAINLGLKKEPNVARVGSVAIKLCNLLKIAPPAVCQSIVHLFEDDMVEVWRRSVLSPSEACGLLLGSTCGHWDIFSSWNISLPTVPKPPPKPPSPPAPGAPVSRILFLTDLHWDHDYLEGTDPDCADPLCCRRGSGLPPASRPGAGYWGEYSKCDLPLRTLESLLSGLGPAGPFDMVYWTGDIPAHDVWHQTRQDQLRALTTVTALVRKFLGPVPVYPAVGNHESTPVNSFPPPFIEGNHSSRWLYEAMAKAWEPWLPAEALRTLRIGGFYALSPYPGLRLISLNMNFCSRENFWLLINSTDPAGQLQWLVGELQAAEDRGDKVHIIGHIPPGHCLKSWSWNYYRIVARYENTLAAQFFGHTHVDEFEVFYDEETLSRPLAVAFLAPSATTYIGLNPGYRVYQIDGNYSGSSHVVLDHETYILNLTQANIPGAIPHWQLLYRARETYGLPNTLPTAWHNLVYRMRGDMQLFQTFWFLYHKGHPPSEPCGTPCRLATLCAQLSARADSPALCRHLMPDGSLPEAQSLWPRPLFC
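Fluorogenic HMU-PC substrate (9 uM final) is turned over by placental ASM in 60 min at 37 C after a 10 min compound preincubation. Reaction ended by alkaline stop (pH 10), with fluorescence read at 386/447 nm.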
Integrin act MD = activators of alpha7 integrin expression for muscular dystrophy; Potency, µM (highest dose often 38.3 µM), inactives show at the top dose activation, most hits filed as activators; AID 624291; alpha7betagal myoblasts, beta-gal FDG fluorescence, 48 h; 350,000 compounds, 0.064% hits;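 further: potency means the concentration at half of the fitted maximal effect; 100% = response of the positive control SU9516; nearly all actives have a fitted effect of over 60% in size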
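Alpha7betagal+/- myoblasts (passage 13) were plated 16-24 hr, then exposed to compounds (1:260 dilution of DMSO stock) for 48 hours at 37C. After MPER lysis, β-galactosidase reporter activity was read as FDG fluorescence (ex 480/em 540) after 30 minutes.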
Giardia kill = kills Giardia lamblia; Giardia lamblia trophozoite viability; activity change, % at 7.66 µM, hits read low; 340,000 compounds, 0.15% hits; AID 540267; in the data active means activity change below about -80%; inconclusive means between about -30% and that limit;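 further: parasites exposed to compound for two days anaerobically before the ATP read; on the % scale 0 is the no-effect control and ±100 the full control effect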
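Luminescence from cellular ATP indicates surviving trophozoites (100 cells/well) following 48 hrs anaerobic compound treatment at 37 deg C; signal develops 15-30 min at room temperature.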
PTAP TSG101 blk = blocks PTAP/TSG101 interaction to inhibit HIV-1 budding; Q99816; 340,000 tested, under 10 active; Potency, µM (series often up to 115 µM), without a hit: top-dose activity change, negative = inhibition, hits mostly inhibitors; AID 493005; Fluorescence polarization, FITC-PTAP peptide / Tsg101 binding; active means well fitted inhibition curve with a large enough effect in the main read-out, with a control signal flat, not every such curve was filed as active; inconclusive means small, poorly fitted or top-dose-only effect, or effect the other way, or a change in a side signal; inactive means no such curve, though single readings can be large or run the other way; further: potency means the concentration at half of the fitted maximal effect; % of control where 0% means no effect
Target sequence (Q99816 whole entry, looked up): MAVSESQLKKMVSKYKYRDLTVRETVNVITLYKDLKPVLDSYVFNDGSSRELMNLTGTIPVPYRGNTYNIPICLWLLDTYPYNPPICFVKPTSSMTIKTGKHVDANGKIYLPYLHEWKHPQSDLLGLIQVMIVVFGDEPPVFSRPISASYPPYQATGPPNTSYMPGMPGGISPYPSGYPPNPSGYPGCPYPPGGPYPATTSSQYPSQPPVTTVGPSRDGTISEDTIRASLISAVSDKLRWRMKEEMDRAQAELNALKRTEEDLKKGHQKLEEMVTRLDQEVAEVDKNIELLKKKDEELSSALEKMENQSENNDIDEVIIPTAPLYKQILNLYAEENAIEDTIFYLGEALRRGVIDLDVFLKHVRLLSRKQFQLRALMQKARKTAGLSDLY
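FP read-out: FITC-PTAP peptide, 50 nM final, binding Tsg101 binding domain, 10 uM final; 20 min, r.t.; 10 mM HEPES pH 7.5, 0.15 M NaCl, 0.01% Tween 20, 3 mM EDTA, 0.1 mM TCEP.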
Active calls of the source: *; u = inconclusive; [ ] = dose if it differs, or a comment. Unless noted, the call rests on the fitted dose curve; in most records, active means well fitted curve in the direction sought with a large enough effect; inconclusive means small, poorly fitted or top-dose-only effect, or another doubt; inactive means no such curve, though single readings can be large; an effect the other way counts as inactive or inconclusive. A portion of the library; count on the stated rates, not on these rows.

The first 2 compounds, to show the layout:
SMILES	S-ASM inh	Integrin act MD	Giardia kill	PTAP TSG101 blk
CC1CC(C)CN(c2nc3c(c(=O)[nH]c(=O)n3C)n2CCCSc2nc3ccccc3s2)C1 (centres undefined)	6%	-21%	15	-3%
Cc1ccc(O)c(NC(=S)NC(=O)c2ccc(-c3ccc(Cl)cc3)o2)c1	-24%	-40%[inhibitor]	24	-7%

The whole of this part (from the top)
SMILES	S-ASM inh	Integrin act MD	Giardia kill	PTAP TSG101 blk
CC1CC(C)CN(c2nc3c(c(=O)[nH]c(=O)n3C)n2CCCSc2nc3ccccc3s2)C1 (centres undefined)	6%	-21%	15	-3%
Cc1ccc(O)c(NC(=S)NC(=O)c2ccc(-c3ccc(Cl)cc3)o2)c1	-24%	-40%[inhibitor]	24	-7%
Cc1ccc(-n2nnnc2Sc2nc([N+](=O)[O-])nn2C)c(C)c1	-1%	-58%[inhibitor]	u	-1%
COc1ccc(S(=O)(=O)NCc2cccnc2)cc1NC(=O)c1ccccc1C	-7%	-13%	-23	0%
Clc1cccc(Cl)c1C[n+]1cccc2ccccc21	-2%	-27%	-17	2%
Cc1noc(NS(=O)(=O)c2ccc(NC(=O)C(F)(F)C(F)(F)C(F)(F)F)cc2)c1C	-2%	-21%	4	0%
Nc1ccc2c(c1)C(=O)c1cc(Cl)c(Cl)cc1-2	-3%	3%	9	1%
O=C(Cc1ccc(NC(=O)C2CCCN(C(=O)C3CCCCC3)C2)cc1)Nc1cccc(C(=O)N2CCCC2)c1 (centres undefined)	-5%	12%	26	-3%
CC(C)(C)CN1C(=O)C(=O)NC[C@@H]1CCCCN	-2%	2%	4	0%
CN(C(=O)c1cccc(NC(=O)Cc2ccc(NC(=O)C3CCCN(C(=O)C4CC4)C3)cc2)c1)C1CCC1 (centres undefined)	3%	-2%	-9	-4%
CC(C)(C)c1nnc(NS(=O)(=O)c2ccc(F)cc2)s1	6%	-30%	-25	-4%
O=C(N/N=C/c1ccoc1)c1cccc(OC(F)(F)C(F)F)c1	-5%	-11%	5	0%
COc1cc2c(c3ccccc13)CCCC2=O	271%[activator]	16%	-7	-3%
Nc1c(N(CCC2=CCCCC2)C(=O)COc2ccc([N+](=O)[O-])cc2)c(=O)[nH]c(=O)n1Cc1ccccc1	6%	-48%[inhibitor]	-11	0%
O=c1c2c(-c3cccs3)csc2ncn1/N=C/c1ccccn1	-5%	-8%	2	-1%
O=CNc1cc2c(cc1Br)-c1ccccc1C2O (centres undefined)	-1%	19%	12	-2%
O=[N+]([O-])c1ccc(S(=O)(=O)NN=Cc2ccc(Cl)c(Cl)c2)cc1	-14%	-17%	-21	-4%
COC(=O)c1ccc(CCc2cc(O)c(Br)cc2O)cc1	-12%	-54%[inhibitor]	11	-2%
CC(Oc1ccccc1Cl)C(=O)Nc1ccc(S(=O)(=O)N2CCOCC2)cc1 (centres undefined)	-2%	-5%	2	1%
O=C(c1ccco1)N1CCN(C(=O)c2cccn3c(=O)c4c5c(sc4nc23)CCCC5)CC1	240%[activator]	u	18	-1%
CCOC(=O)C1=C(COC(=O)c2cc(S(=O)(=O)N3CCOCC3)ccc2F)NC(=O)NC1C (centres undefined)	3%	u	2	-2%
Nc1ccccc1C#Cc1cnccn1	2%	11%	-21	2%
ON=C1c2ccccc2-c2ccc(Br)cc21	-23%	9%	10	0%
Cc1cc(C)n(-c2cc(N3CCN(C(=O)c4ccccc4C)CC3)ccc2[N+](=O)[O-])n1	-8%	-4%	-12	0%
COc1cccc2c1CCC1=CC(=O)CCC12C (centres undefined)	-1%	15%	4	1%

Looked up by structure from above, five records:
SMILES	S-ASM inh	Integrin act MD	Giardia kill	PTAP TSG101 blk
COc1cccc2c1CCC1=CC(=O)CCC12C (centres undefined)	-1%	15%	4	1%
Cc1cc(C)n(-c2cc(N3CCN(C(=O)c4ccccc4C)CC3)ccc2[N+](=O)[O-])n1	-8%	-4%	-12	0%
O=c1c2c(-c3cccs3)csc2ncn1/N=C/c1ccccn1	-5%	-8%	2	-1%
CC(C)(C)c1nnc(NS(=O)(=O)c2ccc(F)cc2)s1	6%	-30%	-25	-4%
COc1ccc(S(=O)(=O)NCc2cccnc2)cc1NC(=O)c1ccccc1C	-7%	-13%	-23	0%

(more compounds)
SMILES	S-ASM inh	Integrin act MD	Giardia kill	PTAP TSG101 blk
CCOc1ccc(C2C(C(=O)NC)=C(C)Nc3nc4ccccc4n32)cc1OC (centres undefined)	7%	-7%	6	0%
CS(=O)(=O)c1nc([N+](=O)[O-])nn1CCCc1ccccc1	-1%	-78%[inhibitor]	7	1%
O=C(Cc1cccc(NC(=O)C2CCCN(C(=O)C3CC3)C2)c1)Nc1cccc(C(=O)N2CCCCC2)c1 (centres undefined)	-6%	25%	u	-2%
COCCn1c(N)c(N(Cc2ccccc2)C(=O)c2ccc(N3CCCC3=O)cc2)c(=O)[nH]c1=O	-2%	0%	-4	-8%
CCOC(=O)N(O)c1ccc(C=Cc2ccccc2)cc1	4%	-16%	0	-6%
O=C(NCc1nc2ccccc2[nH]1)C1=C[C@H](C2CCCCC2)C[C@H](OCCCCO)O1	-4%	-9%	-22	-4%
CCOC(OCC)c1nc(N)[nH]c(=O)c1CCCCc1ccccc1	3%	-3%	4	-3%
COC(=O)C[C@H]1c2cc(C(F)(F)F)ccc2S(=O)(=O)N1C(C)(C)C	-1%	31%	-12	-1%
CN1C(c2ccccc2)=NO[C@]1(C)c1ccccc1	-1%	-3%	-9	-3%
Cc1cc(C)cc(NC(=O)CSCc2nc3c(nnn3Cc3ccc(F)cc3)c(=O)[nH]2)c1	0%	7%	-12	3%
CN1CCC(CC(C(=O)N2CCCC2)(c2ccccc2)c2ccccc2)C1 (centres undefined)	1%	-64%[inhibitor]	-21	-7%
OC(CN1CCN(Cc2ccccc2)CC1)c1ccc(Br)cc1 (centres undefined)	-1%	-7%	-13	-4%
O=C(NCCc1ccccc1)c1cccc(NC(=O)C2CC2)c1	-2%	27%	13	-6%
Cc1ccc(C)c(S(=O)(=O)N2CCN(C(=O)Cc3sc(C)nc3-c3ccc(F)cc3)CC2)c1	-4%	4%	16	-2%
COc1ccc(NC(=S)NCCSc2ccc(C)cc2)c(OC)c1	-1%	-15%	-5	-5%
COc1ccc(OC)c(/C=N\Nc2nccs2)c1	7%	9%	-15	-4%
Cc1ccccc1S(=O)(=O)N1C[C@H]2CON(C)[C@H]2C[C@H]1c1cccc(Oc2ccccc2)c1	-5%	6%	-5	1%
C=C(C)CNC(=O)C1CCC(=O)N(CCCc2ccccc2)C1 (centres undefined)	-2%	5%	6	0%
OC(CCN1CCC2CCC(C2)C1)c1ccc(Br)cc1 (centres undefined)	-1%	u	2	-2%
Cc1nc2nc(-c3cccs3)[nH]c2cc1Br	-2%	-4%	12	-1%
COc1ccccc1NC(=O)c1cc(N)cc(C(=O)Nc2ccccc2OC)c1	3%	11%	18	-7%
CCCCC[C@@H](/C=C/C1C(=O)C=C[C@H]1C/C=C\CCCC(=O)OC)OC(C)=O (some centres undefined)	-11%	-41%	15	-14%
Cc1cn(CC(=O)NCCc2ccccn2)c(=O)[nH]c1=O	4%	7%	10	-1%
Nc1cc2[nH]c(=O)c3ccccc3c2cc1Br	32%[activator]	-13%	7	-1%
CCSc1nc2c([nH]1)c(=O)n(C)c(=S)n2C	4%	5%	14	1%

For reference, part of the list above.
SMILES	S-ASM inh	Integrin act MD	Giardia kill	PTAP TSG101 blk
Cc1cc(C)cc(NC(=O)CSCc2nc3c(nnn3Cc3ccc(F)cc3)c(=O)[nH]2)c1	0%	7%	-12	3%
CN1CCC(CC(C(=O)N2CCCC2)(c2ccccc2)c2ccccc2)C1 (centres undefined)	1%	-64%[inhibitor]	-21	-7%

An excerpt from above in order of the Integrin act MD value, largest number first:
| Compound | Integrin act MD |
| --- | --- |
| O=C(NCCc1ccccc1)c1cccc(NC(=O)C2CC2)c1 | 27% |
| Cc1noc(NS(=O)(=O)c2ccc(NC(=O)C(F)(F)C(F)(F)C(F)(F)F)cc2)c1C | -21% |
| CC(C)(C)c1nnc(NS(=O)(=O)c2ccc(F)cc2)s1 | -30% |

More compounds follow.
SMILES	S-ASM inh	Integrin act MD	Giardia kill	PTAP TSG101 blk
O=[N+]([O-])c1cc(F)cc(F)c1Nc1ccc(F)cc1	-10%	5%	-6	-9%
COc1cc(Oc2ccccc2)nc(N)n1	0%	-39%	1	-1%
O=C(NN=Cc1cc(Cl)ccc1[N+](=O)[O-])c1ccco1	-2%	29%	-8	-1%
NC(=O)c1ncn([C@@H]2O[C@H](CNC(=O)[C@H](N)CSCc3ccccc3)[C@@H](O)[C@H]2O)n1	3%	0%	-8	-7%
COc1cc2oc3cc(C#Cc4ccc(N)cc4)ccc3c(=O)c2cc1OC	81%[activator]	-25%	48[activator]	3%
COc1ccc(CNc2ccncc2)c(OC)c1OC	-1%	-4%	4	-1%
COc1cccc2c1SCc1ccccc1C2CC(N)=O (centres undefined)	3%	-27%	3	-1%
Cc1ccc(/C(O)=C2/C(=O)C(=O)N(CCCn3ccnc3)C2c2cccnc2)cc1 (centres undefined)	6%	-1%	3	-1%
Cc1c(O)nc(SC2CC(=O)N(c3cc(Cl)cc(Cl)c3)C2=O)[nH]c1=O (centres undefined)	2%	9%	5	1%
O=C1OCCC1=Cc1ccccc1	-3%	-24%	18	-5%
COc1ccc(C#Cc2c(-c3ccsc3)oc3ccc(N4CCOCC4)cc23)cc1	122%[activator]	-15%	-13	-4%
CN(C(=O)/C=C/c1ccc(F)cc1)C1CCCCC1	-3%	21%	-14	-3%
CC1CCCCN1C(=O)COC(=O)CSc1ccc(C(N)=O)cc1[N+](=O)[O-] (centres undefined)	0%	19%	-12	-5%
CCCCN1CC(COCc2ccccc2)Oc2cccc(NCc3ccc(OC)cc3)c2S1(=O)=O (centres undefined)	15%	-12%	9	0%
CC1=CC(=O)C(C(C)=Nc2ccccc2[N+](=O)[O-])C(=O)O1 (centres undefined)	-1%	0%	-15	-2%
COc1ccc(N=Nc2cc(OC)c(N)cc2OC)cc1	-11%	13%	-10	2%
CN1C[C@@H]2[C@@H]3C(=O)N(Cc4ccccc4)C(=O)[C@@H]3[C@](C)(C1=O)N2C(=O)c1ccc(C(C)(C)C)cc1	3%	16%	-2	-2%
COc1ccc(/C=C2\SC(=S)N(CCCC(=O)N3CCN(C)CC3)C2=O)cc1OC	2%	-5%	-5	0%
CC1=NNC(=O)C1Cc1ccccc1 (centres undefined)	2%	-4%	-6	-5%
CCOC(=O)c1c[nH]c2c([N+](=O)[O-])cc(OC)cc2c1=O	-2%	-39%	u	-5%
COc1ccc2c(CC(=O)OCC(=O)N(C)c3c(N)n(Cc4ccccc4)c(=O)[nH]c3=O)coc2c1	-2%	7%	-7	0%
COc1ccc(CC(=O)Nc2cc(S(=O)(=O)N3CCOCC3)ccc2N2CCCC2)c(OC)c1	1%	29%	-2	-4%
Cc1c(NS(=O)(=O)c2cccc(C(=O)NCc3cccc(Cl)c3)c2)c(=O)n(-c2ccccc2)n1C	-2%	20%	6	0%
O=c1[nH]c2c(c(=O)n1-c1ccccc1)CCO2	3%	3%	-5	-6%
CCc1ccc2c(c1)C(=O)CCC2	2%	18%	11	-1%

The listing continues:
SMILES	S-ASM inh	Integrin act MD	Giardia kill	PTAP TSG101 blk
COc1ccccc1OCCNC(=O)c1ccc(NC(=O)CC2SC(N3CCCC3)=NC2=O)cc1 (centres undefined)	1%	-17%	-10	-1%
CN(C)c1cccc(F)c1C(=O)NC(=O)Nc1ccc(Cl)cc1	6%	-1%	-11	-2%
CC(C)=CCC12Oc3cc(O)ccc3C1(O)Oc1cc3c(c(O)c1C2=O)C=CC(C)(C)O3 (centres undefined)	-16%	-17%	-1	-3%
COc1cc(CNc2ccc(S(N)(=O)=O)cc2)ccc1OCc1ccccc1F	-17%	13%	21	-1%
OCCOCCn1c(C(CO)Nc2nc(-c3ccccc3Br)cs2)nc2ccccc21 (centres undefined)	1%	7%	36[activator]	-5%
CC12CCC(C(N)C1=O)C2(C)C (centres undefined)	1%	29%	4	0%
Cc1[nH]nc(C(=O)NN=Cc2ccccc2Cl)c1N=NN(C)C	7%	-55%[inhibitor]	32[activator]	-1%
